From PubChem
hcDAF-12 act – H. contortus DAF-12 activation, primary screen | HEK293 hcDAF-12 lit1-tk-luc reporter, luminescence; 0% DMSO, 100% Δ7-dafachronic acid | activation, % at 6.8 µM | 370,000 compounds, 1.4% hits;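 active = activation above the mean of all tested compounds plus 3 SD, cut at about 5.5% in these data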;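 also: 100% = response to 3 µM Δ7-dafachronic acid high control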
FXN GAA850 act – activators of GAA850 frataxin (FXN) promoter. HEK293 lucGAA850 FXN promoter luciferase reporter, 24 h; percent of 10 µM SAHA response. activation, % at 6 µM. 360,000 compounds, 0.56% hits. AID 540364;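 active = activation above the average of all compounds screened plus 3 SD, cutoff fixed separately per campaign, cut at about 7.5% in these data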;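 also: 0% = DMSO wells and 100% = 10 µM SAHA wells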
GC-A act – GC-A (human) enzyme activation. P16066. AID 1671463. activation, % at 10 µM. HEK293 GC-A cells, cGMP TR-FRET, EC30 ANP; 0% at EC30 ANP, 100% saturating ANP. 370,000 compounds, 0.14% hits; in the data active = activation above about 40%
PG9 Ab binder – small molecules binding HIV-1 gp120 antibody PG9 | inhibition, % at 6.7 µM | TR-FRET gp120-PG9 antibody binding | 360,000 compounds, 0.43% hits; in the data active = inhibition above about 8.5%
ssDAF12 agonist – activates DAF-12 receptor from parasite S. stercoralis | HEK293 ssDAF-12/GRIP1 lit1-tk-luc reporter, luminescence; % of 3 µM dafachronic acid response | activation, % at 6.8 µM | 370,000 compounds, 1% hits;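 active = activation above the mean over all tested compounds plus 3 SD, cut at about 0.9% in these data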;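 also: 0% = DMSO-only wells and 100% = 3 µM delta7-dafachronic acid wells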
DAX1 inh-1 – DAX1 (NR0B1) inhibition, primary screen. 370,000 compounds, 1.1% hits. AID 652010. HEK293T StAR-luciferase reporter, SF-1/DAX-1 repression relief. inhibition, % at 6.8 µM;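 active = inhibition above the mean over all tested compounds plus 3 SD, cut at about 3.6% in these data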;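 also: 0% = DAX-1 cells with DMSO and 100% = cells lacking DAX-1 with DMSO; higher inhibition means more luminescence from relief of DAX-1 repression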
ADAM10 inh – ADAM10 inhibition, QFRET primary screen | recombinant ADAM10, EDANS/DABCYL FRET peptide cleavage, 3 h | inhibition, % at 7 µM | 370,000 compounds, 0.62% hits | AID 720582;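 active = inhibition above a per-campaign cutoff equal to the mean of compounds falling between control-based bounds plus 3 SD, cut at about 20% in these data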;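 also: 0% = DMSO wells while the 100% control is not disclosed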
Target sequence (O14672 214-748 limits assumed): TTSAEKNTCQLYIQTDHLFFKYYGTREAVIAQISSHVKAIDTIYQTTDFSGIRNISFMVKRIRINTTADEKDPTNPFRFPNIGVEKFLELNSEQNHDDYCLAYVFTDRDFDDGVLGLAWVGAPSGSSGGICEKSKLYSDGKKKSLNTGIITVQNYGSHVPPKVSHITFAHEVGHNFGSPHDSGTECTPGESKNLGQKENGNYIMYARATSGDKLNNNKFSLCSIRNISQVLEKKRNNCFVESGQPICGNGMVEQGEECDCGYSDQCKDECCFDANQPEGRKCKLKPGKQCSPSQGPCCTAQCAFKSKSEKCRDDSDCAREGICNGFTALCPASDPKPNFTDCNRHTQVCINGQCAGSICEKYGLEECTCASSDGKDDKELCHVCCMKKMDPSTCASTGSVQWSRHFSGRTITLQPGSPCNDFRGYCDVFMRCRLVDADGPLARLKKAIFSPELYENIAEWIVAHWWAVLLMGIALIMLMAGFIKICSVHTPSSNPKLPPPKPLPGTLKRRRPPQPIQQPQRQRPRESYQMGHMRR
hgDAF12 agonist – agonists of H. glycines DAF-12 nuclear receptor | HEK293 GAL4-hgDAF12 UAS-luciferase reporter, agonist luminescence; normalized to butyrate control | activation, % at 6.8 µM | 370,000 compounds, 1.8% hits;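 active = activation above a cutoff set at the mean of all screened compounds plus 3 SD, cut at about 10% in these data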;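 also: 0% = DMSO wells and 100% = sodium butyrate wells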
DAX1 inh-2 – inhibits human nuclear receptor DAX1 | P51843 | HEK293 Gal4-DAX1 luciferase reporter, luminescence | inhibition, % at 6.75 µM | 340,000 compounds, 0.99% hits | AID 504766;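 active = inhibition above the mean over all tested compounds plus 3 SD, cut at about 4.2% in these data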;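 also: 0% = DAX1-transfected cells with DMSO and 100% = empty-vector control cells with DMSO; inhibition shows as a rise in luminescence from relieved DAX1 repression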
Target sequence (P51843 207-470 limits assumed): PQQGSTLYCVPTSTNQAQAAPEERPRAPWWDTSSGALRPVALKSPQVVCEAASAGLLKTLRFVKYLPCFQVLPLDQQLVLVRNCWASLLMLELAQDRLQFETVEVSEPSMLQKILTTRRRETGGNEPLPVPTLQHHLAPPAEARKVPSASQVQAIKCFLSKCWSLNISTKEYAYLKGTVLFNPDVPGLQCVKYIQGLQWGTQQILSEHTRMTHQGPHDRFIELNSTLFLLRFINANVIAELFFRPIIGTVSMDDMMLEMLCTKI
ADAM17 inh – inhibitors of human ADAM17 | 370,000 compounds, 0.83% hits | P78536 | inhibition, % at 6.95 µM | recombinant ADAM17, EDANS/DABCYL FRET peptide cleavage;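 active = inhibition above the mean of compounds lying between control limits plus 3 SD, set per campaign, cut at about 8.5% in these data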;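 also: 0% = DMSO-only wells as the low control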
SMARCA2 activ – SMARCA2 function activation, primary screen | 370,000 compounds, 1% hits | MG213 cells, MMTV-luciferase reporter, dexamethasone, overnight | activation, % at 9.1 µM; in the data active = activation above about 7.8%;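 also: 0% = vehicle wells and 100% = reference activator wells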
An asterisk follows results filed as active; x = not tested or not shown.

#1 COc1ccc(C(=O)C2CCCN(C(=O)c3cccc(Cn4cccn4)c3)C2)cc1F (stereo not given)
#2 COC(=O)c1ccc(NC(=O)c2c(C(=O)Nc3ccccc3)sc3nc(C)cc(=O)n23)cc1
#3 CCCCN(C(=O)NC(=O)Nc1ccccc1OCC)S(C)(=O)=O
#4 Cc1ccc(C(=O)NCCC(=O)N2CCOCC2)cc1
#5 NNC(=O)c1[nH]c2ccc(Br)cc2c1-c1ccccc1
#6 Cc1ccc(NC(=O)C2CCCN2S(=O)(=O)c2ccc(F)cc2)c(C)c1 (stereo not given)
Screen / compound no.,1,2,3,4,5,6
hcDAF-12 act,0.1,1.2,-0.3,4.1,-1.4,-2.7
FXN GAA850 act,-1.0,-1.1,1.4,2.4,1.4,-0.8
GC-A act,2.2,-2.9,0.6,2.5,0.1,1.2
PG9 Ab binder,-1.9,3.3,-0.2,-1.4,0.0,-0.3
ssDAF12 agonist,-1.1,-1.3,-0.3,0.1,-1.6,-1.0
DAX1 inh-1,-2.2,-1.4,-0.7,10.1*,-0.4,-1.0
ADAM10 inh,3.2,-6.4,4.9,1.8,7.3,9.1
hgDAF12 agonist,1.5,-2.3,2.1,9.1,-0.2,-1.8
DAX1 inh-2,-1.6,2.0,-0.9,1.5,-0.3,-0.8
ADAM17 inh,-1.9,1.0,0.9,0.1,-2.2,5.7
SMARCA2 activ,-2.2,-4.2,-2.0,5.0,0.2,2.5

Look-ups from the list:
GC-A act, Cc1ccc(NC(=O)C2CCCN2S(=O)(=O)c2ccc(F)cc2)c(C)c1 (stereo not given) → 1.2
DAX1 inh-1, COc1ccc(C(=O)C2CCCN(C(=O)c3cccc(Cn4cccn4)c3)C2)cc1F (stereo not given) → -2.2

In a second layout: entries from further up.
Results follow in this order: hcDAF-12 act | FXN GAA850 act | GC-A act | PG9 Ab binder | ssDAF12 agonist | DAX1 inh-1 | ADAM10 inh | hgDAF12 agonist | DAX1 inh-2 | ADAM17 inh | SMARCA2 activ
(2) COC(=O)c1ccc(NC(=O)c2c(C(=O)Nc3ccccc3)sc3nc(C)cc(=O)n23)cc1
→ 1.2 | -1.1 | -2.9 | 3.3 | -1.3 | -1.4 | -6.4 | -2.3 | 2.0 | 1.0 | -4.2
(3) CCCCN(C(=O)NC(=O)Nc1ccccc1OCC)S(C)(=O)=O
→ -0.3 | 1.4 | 0.6 | -0.2 | -0.3 | -0.7 | 4.9 | 2.1 | -0.9 | 0.9 | -2.0
(4) Cc1ccc(C(=O)NCCC(=O)N2CCOCC2)cc1
→ 4.1 | 2.4 | 2.5 | -1.4 | 0.1 | 10.1* | 1.8 | 9.1 | 1.5 | 0.1 | 5.0
(5) NNC(=O)c1[nH]c2ccc(Br)cc2c1-c1ccccc1
→ -1.4 | 1.4 | 0.1 | 0.0 | -1.6 | -0.4 | 7.3 | -0.2 | -0.3 | -2.2 | 0.2

Later entries:
#7 CC1=C(C)CC(C(=O)Nc2ccc(C(N)=O)cc2)C(C(=O)O)C1 (stereo not given)
#8 O=S(=O)(c1cccs1)N1CCCCC1
#9 CN1C2C=C(N(CCc3c[nH]c4ccccc34)C(=O)c3ccc(Cl)cc3)CC1CC2 (stereo not given)
#10 CCOC(=O)NCc1ccc(Cl)c(Cl)c1
#11 C=CCSc1nnc(NC(=O)c2ccc3c(c2)OCCO3)s1
#12 COc1cc(-c2[nH]ncc2CN2CCSCC2)cc(OC)c1OC
Screen / compound no.,7,8,9,10,11,12
hcDAF-12 act,-0.8,-0.9,-0.8,-1.0,1.2,-0.1
FXN GAA850 act,-2.0,-0.4,-2.5,0.7,1.3,-5.2
GC-A act,-0.8,2.6,x,-1.8,2.4,0.9
PG9 Ab binder,-0.2,0.5,-0.5,-0.1,4.6,-3.4
ssDAF12 agonist,-0.6,-1.3,-0.6,-1.0,-1.0,-0.8
DAX1 inh-1,0.4,-0.1,-0.9,1.5,3.9*,-0.5
ADAM10 inh,-0.6,2.5,-2.5,6.6,6.3,2.3
hgDAF12 agonist,1.4,-1.6,1.7,0.5,5.0,-3.1
DAX1 inh-2,0.8,-0.3,-1.2,-1.3,1.4,1.4
ADAM17 inh,-0.7,0.8,-3.4,-7.5,0.5,-1.0
SMARCA2 activ,-0.4,5.6,-2.0,-1.5,-1.0,0.4

#13 Cc1cnc(C(=O)OC(C)C(=O)NC2CCCc3ccccc32)cn1 (stereo not given)
#14 Cc1cccc(NC(=O)C2CCN(S(=O)(=O)c3c(C)[nH]c(=O)[nH]c3=O)CC2)c1
#15 CC(C)OC(=O)N(C)c1ccc(C(O)(C(F)(F)F)C(F)(F)F)cc1
#16 Cc1ccc(C(C)C)c(OCCNS(C)(=O)=O)c1
#17 O=[N+]([O-])c1ccc(OCc2cnc(Cl)s2)c([N+](=O)[O-])c1
#18 Cc1noc(C)c1NC(=O)N(C)C[C@H]1Oc2c(NS(=O)(=O)c3cn(C)cn3)cccc2C(=O)N([C@H](C)CO)C[C@@H]1C
Screen / compound no.,13,14,15,16,17,18
hcDAF-12 act,-1.1,-2.9,-0.6,-1.2,-1.2,0.7
FXN GAA850 act,1.5,-1.2,1.2,0.6,6.5,0.2
GC-A act,0.8,4.3,3.0,-2.1,-7.7,0.9
PG9 Ab binder,-1.8,0.8,0.7,-1.9,-0.2,0.4
ssDAF12 agonist,-0.9,-1.0,-1.5,-0.8,-2.1,-1.1
DAX1 inh-1,-1.7,0.4,-0.3,-0.3,0.0,0.2
ADAM10 inh,3.6,-7.6,7.6,1.6,-1.1,4.4
hgDAF12 agonist,-3.2,1.9,0.0,-3.0,0.2,0.2
DAX1 inh-2,-0.3,-0.8,-0.9,-0.1,-1.2,0.4
ADAM17 inh,0.9,-5.6,-3.3,-1.3,1.9,7.2
SMARCA2 activ,-0.2,-1.8,-1.6,-2.0,1.0,-1.6

Shown as a hit in DAX1 inh-1, among the entries above:
# | Molecule | hcDAF-12 act | GC-A act | PG9 Ab binder | ssDAF12 agonist | DAX1 inh-1 | ADAM10 inh | DAX1 inh-2 | ADAM17 inh | SMARCA2 activ
4 | Cc1ccc(C(=O)NCCC(=O)N2CCOCC2)cc1 | 4.1 | 2.5 | -1.4 | 0.1 | 10.1* | 1.8 | 1.5 | 0.1 | 5.0
11 | C=CCSc1nnc(NC(=O)c2ccc3c(c2)OCCO3)s1 | 1.2 | 2.4 | 4.6 | -1.0 | 3.9* | 6.3 | 1.4 | 0.5 | -1.0

Continuation:
#19 CN(C)S(=O)(=O)c1ccc(C(=O)OCc2nnc(-c3ccccc3)o2)cc1
#20 CC1=C(C(=O)OCc2ccccc2)C(c2ccc(-c3ccccc3)cc2)NC(=O)N1CCCC(=O)O (stereo not given)
#21 O=C(COC(=O)C1=Cc2ccccc2OC1)NCc1ccccc1
#22 Cc1cc(C(=O)Nc2nc3c(s2)CCCC3)no1
#23 Cc1cc(SCc2ccccc2F)nc(=O)[nH]1
#24 C=CCn1c(C)nnc1SCC(=O)NC1CCCCC1
Screen / compound no.,19,20,21,22,23,24
hcDAF-12 act,1.9,-0.7,-1.0,4.1,-0.2,1.1
FXN GAA850 act,0.6,x,2.4,-1.7,2.2,2.9
GC-A act,0.6,1.8,-0.1,-0.2,-2.6,0.2
PG9 Ab binder,-1.9,0.1,0.8,-1.1,-1.3,-1.4
ssDAF12 agonist,-1.6,-1.2,-0.7,0.0,0.1,-1.1
DAX1 inh-1,0.6,0.2,0.0,3.5,1.6,0.0
ADAM10 inh,5.2,-4.8,-60.3,3.4,-12.8,-5.2
hgDAF12 agonist,1.8,-0.5,2.2,9.5,0.4,1.8
DAX1 inh-2,2.6,x,-0.9,1.0,-0.1,-0.2
ADAM17 inh,2.4,-1.2,-21.5,0.8,-2.6,-2.6
SMARCA2 activ,-0.5,-0.9,1.0,2.5,-3.0,-0.9

#25 Cc1ccc(SCC(=O)OCC(=O)NCc2cccs2)cc1C
#26 Cc1nn2c(N3CCN(CCO)CC3)c3c(nc2c1-c1ccccc1)CCCC3
#27 Cn1cnnc1SCc1ccc(C#N)cc1
#28 CC(OC(=O)C1CCCCC1)C(=O)Nc1ccc(S(N)(=O)=O)cc1 (stereo not given)
#29 COc1ccc(/C=N/Nc2ccccn2)cc1OC
#30 COc1ccc(-c2cnc(NCc3cc4c(cc3[N+](=O)[O-])OCO4)n2C)cc1
Screen / compound no.,25,26,27,28,29,30
hcDAF-12 act,-0.1,0.1,-0.2,-0.1,0.5,1.9
FXN GAA850 act,2.4,2.7,-1.7,-2.0,7.5,-0.1
GC-A act,0.1,-7.7,2.8,-0.1,2.0,-1.0
PG9 Ab binder,2.3,-4.0,-0.3,2.1,-2.0,-3.5
ssDAF12 agonist,-0.9,-1.4,-1.2,-0.8,-1.9,-0.8
DAX1 inh-1,1.2,-0.1,0.1,0.5,0.9,0.0
ADAM10 inh,1.9,-2.1,3.6,-8.1,1.9,-5.1
hgDAF12 agonist,-1.9,-0.6,-0.5,0.8,2.6,-0.5
DAX1 inh-2,-0.7,0.0,-1.1,0.1,x,-0.5
ADAM17 inh,0.2,3.8,-0.3,-2.8,-3.1,-1.3
SMARCA2 activ,-0.2,-2.2,0.2,-2.7,4.0,0.0

#31 Cc1nc(-c2ccccc2)[nH]c(=O)c1Oc1ccc(Cl)cc1Cl
#32 CCN(CC)C(=O)c1sc(NC(=O)c2cccs2)c(C#N)c1C
#33 CCCN(CC(=O)Nc1ccccc1C)C(=O)c1ccc(C(=O)c2ccccc2)cc1
#34 CCOC(=O)Nc1ccc(S(=O)(=O)N(C)C(C)C)cc1
#35 O=S(=O)(c1ccccc1)N1CCN(C(=S)NCCCN2CCOCC2)CC1
#36 CC(=O)Oc1ccc(/C=N\NC(=O)c2cc3c(ccc4ccccc43)o2)cc1
#37 COc1ccc(C2=CCN(C)C(=O)N2c2ccc([N+](=O)[O-])cc2)cc1
Screen / compound no.,31,32,33,34,35,36,37
hcDAF-12 act,-1.3,-2.3,-0.8,-0.7,-0.2,-1.6,-2.5
FXN GAA850 act,-0.6,0.8,-0.3,-1.2,2.1,-0.2,x
GC-A act,3.9,-1.9,-5.0,-1.6,-0.8,4.9,-1.4
PG9 Ab binder,3.4,-0.8,-2.0,-0.1,-1.4,-1.8,x
ssDAF12 agonist,-1.0,-1.0,-1.0,-1.4,-0.8,-0.8,0.0
DAX1 inh-1,-0.4,0.2,1.1,-0.4,-0.1,0.3,-0.3
ADAM10 inh,0.5,6.7,-1.1,5.8,2.7,-18.2,4.3
hgDAF12 agonist,-2.3,-0.8,-2.7,2.5,-2.1,-1.0,1.6
DAX1 inh-2,-1.6,2.8,-1.4,-0.8,0.9,0.4,x
ADAM17 inh,0.4,1.2,2.7,-4.1,-1.8,-5.3,-1.9
SMARCA2 activ,-1.8,-1.3,-1.0,-0.5,0.3,-1.0,0.5
